High-throughput results (PubChem)
USP2a inhib: blocks human ubiquitin-specific protease USP2a | USP2a enzymatic assay, qHTS inhibition | 60,000 tested, 0.1% active | O75604 | Potency, µM (highest dose often 38.3 µM), inactives show at the highest dose activity change, negative = inhibition, actives largely listed as inhibitors | AID 927;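 also: potency is read from the fitted curve at half-maximal effect; nearly all actives have a fitted effect of over 60% in size; plate controls were DMSO for no effect and NEM full inhibition control for full effect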
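20 nM USP2 core + cpd, 30 min RT; add 20 nM Ub-PLA2/20 uM NBD C6-HPC; read Ex460/Em535 at 0 h and 2.5 h. Normalized to NEM; qHTS curve fit/classification.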
GFP derepression: epigenetic GFP locus derepression in mouse cells; Potency, µM (doses to about 46.1 µM), for inactives: at the highest dose GFP derepression (activation); mouse C127i GFP locus derepression, cytometry, 30 h; AID 597; 68,000 tested, 0.09% active; also: % of control where 0% means no effect
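Locus derepression in mouse mammary C127i cells whose integrated CMV-GFP reporter is normally silent; GFP expression after 30 h compound treatment was quantified by counting fluorescent cells.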
HEK293 cAMP cs: counter-screen for TSHR agonists: cAMP increase in parental HEK293. parental HEK293 CNG cAMP sensor, membrane potential fluorescence. Potency, µM (highest dose often 57.1 µM), for inactives: at the top dose activation, usual class: activators. 73,000 tested, 2.5% active; also: potency is read from the fitted curve at half-maximal effect; % of control where 0% means no effect; nearly all actives have a fitted effect of over 55% in size
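Parental HEK 293 cells stably expressing a modified CNG channel (no TSHR) report cAMP rise as membrane depolarization. Membrane potential dye with 100 uM RO 20-1724 was loaded for 60 min at room temperature, then compound added for 30 min; fluorescence read at 590 nm.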
Ub-GFP proteasome: inhibits proteasome, raising ubiquitin-GFP reporter fluorescence. Ubiquitin-GFP reporter cells, proteasome inhibition, GFP fluorescence; response scale: untreated = 0%, 10 µM MG-132 = 100%. 67,000 tested, under 10 active. AID 526. Potency, µM (series often up to 45.9 µM), without a hit: at the top dose activation (GFP accumulation), usual class: activators; active = well fitted activation curve with a large enough effect, not every such curve was filed as active; inconclusive = small, poorly fitted or top-dose-only effect, or another doubt; inactive = no such curve, though single readings can be large or run the other way; also: potency is read from the fitted curve at half-maximal effect
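U2OS cells stably expressing ubiquitin(G76V)-GFP, seeded overnight in 0.5% FBS medium, were exposed to compounds (qHTS, 46 uM to 2.9 nM) for 4 hr at 37 °C. GFP-positive cells were counted by laser cytometry (488 ex/515 em), normalized between basal and 10 uM MG-132.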
Fluorescein fluor: compound autofluorescence in fluorescein spectral region | Compound autofluorescence, 480/540 nm, fluorescein-equivalent; stronger effect = higher value | max fluorescein-equivalent concentration, M | 59,000 tested, 0.91% active; in the data active = max fluorescein-equivalent concentration above about 10 nM; inconclusive = between about 1.1 nM and that limit
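Normalized response (dye-equivalent concentration) derives from comparing each well's 540 nm emission, under 480 nm excitation, with plate-resident fluorescein standards. Compounds were held in 100 mM Tris, pH 8.0, for 15 min at room temperature.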
4MU fluor: 4-MU region autofluorescence | compound autofluorescence, 340/450 nm, 4-MU equivalents; stronger effect = higher value | max dye-equivalent concentration, M | 59,000 tested, 11% active; in the data active = max dye-equivalent concentration above about 10 nM; inconclusive = mostly about 1.1 nM to 9.6 nM
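Compounds in 100 mM Tris, pH 8.0, sat 15 min at room temperature before fluorescence was read at 340 nm excitation/450 nm emission; a per-plate six-point 4-MU standard curve converted signals to dye-equivalent concentration at each compound concentration.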
BRCT PPI green: inhibitors of human BRCA1 BRCT-phosphoprotein interaction (green fluorophore) | 75,000 tested, 0.05% active | P38398 | Potency, µM (doses to about 76.9 µM), for the others: top-dose activity change, negative = inhibition, hits mostly inhibitors | BRCA1 BRCT-phosphopeptide binding, green fluorescence polarization | AID 875;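 also: potency is read from the fitted curve at half-maximal effect; plate controls were peptide without protein for full effect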
Target sequence (P38398 whole entry, looked up): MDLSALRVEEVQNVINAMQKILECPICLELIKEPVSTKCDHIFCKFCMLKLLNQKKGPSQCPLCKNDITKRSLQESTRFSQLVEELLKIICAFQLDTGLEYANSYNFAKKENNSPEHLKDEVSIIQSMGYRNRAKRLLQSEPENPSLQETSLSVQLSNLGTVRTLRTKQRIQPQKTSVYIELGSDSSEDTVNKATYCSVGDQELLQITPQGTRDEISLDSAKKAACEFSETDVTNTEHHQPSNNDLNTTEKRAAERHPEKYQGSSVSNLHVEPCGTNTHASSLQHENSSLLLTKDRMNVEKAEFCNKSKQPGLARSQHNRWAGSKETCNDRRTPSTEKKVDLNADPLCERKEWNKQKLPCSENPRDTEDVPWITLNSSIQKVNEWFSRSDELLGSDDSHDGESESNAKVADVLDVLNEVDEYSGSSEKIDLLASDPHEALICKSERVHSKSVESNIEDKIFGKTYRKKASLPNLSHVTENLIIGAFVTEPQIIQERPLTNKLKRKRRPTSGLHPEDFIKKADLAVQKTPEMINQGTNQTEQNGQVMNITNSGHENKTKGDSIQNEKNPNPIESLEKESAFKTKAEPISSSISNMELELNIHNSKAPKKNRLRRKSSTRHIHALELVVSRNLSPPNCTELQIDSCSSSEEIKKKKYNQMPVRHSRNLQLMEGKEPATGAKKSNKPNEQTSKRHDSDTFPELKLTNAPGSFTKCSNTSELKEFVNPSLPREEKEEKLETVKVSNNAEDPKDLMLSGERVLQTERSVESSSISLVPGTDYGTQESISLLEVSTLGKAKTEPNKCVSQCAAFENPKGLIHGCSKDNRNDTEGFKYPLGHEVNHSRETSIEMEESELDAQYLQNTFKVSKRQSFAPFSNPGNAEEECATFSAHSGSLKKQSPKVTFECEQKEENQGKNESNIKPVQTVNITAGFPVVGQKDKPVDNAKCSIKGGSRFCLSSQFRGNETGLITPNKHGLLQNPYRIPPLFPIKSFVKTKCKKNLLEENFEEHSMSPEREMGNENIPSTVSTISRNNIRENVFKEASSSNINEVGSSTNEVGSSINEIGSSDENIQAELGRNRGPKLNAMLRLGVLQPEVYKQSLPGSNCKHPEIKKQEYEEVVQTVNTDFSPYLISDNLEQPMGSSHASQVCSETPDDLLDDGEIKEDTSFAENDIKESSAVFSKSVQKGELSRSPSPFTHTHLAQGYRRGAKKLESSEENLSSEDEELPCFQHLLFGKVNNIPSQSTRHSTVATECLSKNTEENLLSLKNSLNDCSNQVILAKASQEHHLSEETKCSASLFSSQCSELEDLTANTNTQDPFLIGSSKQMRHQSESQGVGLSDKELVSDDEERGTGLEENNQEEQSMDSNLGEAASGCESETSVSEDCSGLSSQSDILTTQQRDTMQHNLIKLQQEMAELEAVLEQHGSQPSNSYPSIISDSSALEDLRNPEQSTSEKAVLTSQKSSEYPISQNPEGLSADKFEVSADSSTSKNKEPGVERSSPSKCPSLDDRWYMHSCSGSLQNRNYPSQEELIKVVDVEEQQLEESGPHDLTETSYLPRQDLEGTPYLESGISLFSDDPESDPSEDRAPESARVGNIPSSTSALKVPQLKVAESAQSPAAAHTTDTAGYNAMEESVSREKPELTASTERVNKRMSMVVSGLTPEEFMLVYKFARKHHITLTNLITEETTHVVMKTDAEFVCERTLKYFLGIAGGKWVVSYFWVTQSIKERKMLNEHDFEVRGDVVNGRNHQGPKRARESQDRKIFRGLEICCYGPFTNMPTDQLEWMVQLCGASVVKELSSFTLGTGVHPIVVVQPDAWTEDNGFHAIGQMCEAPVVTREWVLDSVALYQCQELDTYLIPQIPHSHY
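Fluorescence polarization: His-tagged BRCT (~35 kDa BRCA1 C-terminus, 250 nM) bound to 100 nM fluorescein-labeled phosphorylated 10-aa BACH1 peptide, pH 7.3 phosphate buffer with DTT and Tween 20. Compounds incubated 12 min at room temperature; inhibition read as lowered polarization.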
Caspase-7 inhib: blocks human caspase-7 allosterically or competitively. AID 889. 75,000 tested, 0.02% active. recombinant caspase-7, Ac-DEVD-AFC fluorescence rate. P55210. Potency, µM (titrated, usually from 57.5 µM), for inactives: at the top dose activity change, negative = inhibition, usual class: inhibitors; active = well fitted inhibition curve with a large enough effect in the main read-out, with a control signal flat, not every such curve was filed as active; inconclusive = small, poorly fitted or top-dose-only effect, or a change in a side signal; also: potency is read from the fitted curve at half-maximal effect; % of control where 0% means no effect
BRCT PPI red: disrupts BRCA1 BRCT binding to phosphoprotein, red fluorophore readout; P38398; 75,000 tested, 0.03% active; BRCT-phosphopeptide binding, red fluorescence polarization; Potency, µM (top dose mostly 76.9 µM), for the others: at the highest dose activity change, negative = inhibition, usual class: inhibitors; also: % is scaled to controls: 0 for no effect and ±100 for the full control effect
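Fluorescence polarization: 100 nM His-tagged BRCA1 BRCT with 100 nM TAMRA-labelled phospho-BACH1 decapeptide, phosphate buffer pH 7.3 with 150 mM NaCl, DTT, 0.01% Tween 20; 12 min RT. Binding inhibition seen as FP decrease.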
Caspase-1 inhib: caspase-1 (human) inhibition, allosteric or competitive; Caspase-1 enzyme, Ac-WEHD-AFC fluorogenic rate; AID 900; Potency, µM (titrated, usually from 57.5 µM), without a hit: at the highest dose activity change, negative = inhibition, usual class: inhibitors; P29466; 75,000 tested, 0.03% active;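 also: potency is read from the fitted curve at half-maximal effect; plate controls were vehicle for no effect and no substrate for full effect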
A350 fluor: compound fluoresces in the Alexa 350 spectral region | Compound autofluorescence, 340/450 nm, Alexa 350 dye-equivalents; stronger effect = higher value | max dye-equivalent concentration, M | 59,000 tested, 11% active | AID 590; in the data active = max dye-equivalent concentration above about 10 nM; inconclusive = mostly about 1.1 nM to 9.6 nM
* = called active by the depositor; [ ] = another dose, or the depositor's remark. Unless noted, calls follow the shape of the dose curve; as a rule, active = well fitted curve in the direction sought with a large enough effect; inconclusive = small, poorly fitted or top-dose-only effect, or another doubt; inactive = no such curve, though single readings can be large; an effect the other way counts as inactive or inconclusive.

`O=C(CCC(=O)OCC(F)(F)C(F)F)NCc1ccccc1` gave USP2a inhib -4%, GFP derepression -5%, HEK293 cAMP cs 23%, Ub-GFP proteasome -8%, BRCT PPI green 1.8%, Caspase-7 inhib 2%, BRCT PPI red 3.1% and Caspase-1 inhib 0%.
For CCOC(=O)C1CCN(C(=O)Cc2ccc(OC)c(OC)c2)CC1 the results were HEK293 cAMP cs 17%, BRCT PPI green -0.3%, Caspase-7 inhib -1%, BRCT PPI red 0.1% and Caspase-1 inhib -2%.
Screening CC(=O)NC1CC2CCC(C1)N2Cc1ccc(C)cc1 (stereo not drawn) returned USP2a inhib -6%, GFP derepression 0%, HEK293 cAMP cs -2%, Ub-GFP proteasome 1%, Fluorescein fluor inactive, 4MU fluor inactive, BRCT PPI green -1.8%, Caspase-7 inhib 0%, BRCT PPI red -0.1%, Caspase-1 inhib -1% and A350 fluor inactive.
COc1ccc(N(CC(=O)NCc2cccs2)S(=O)(=O)c2c(C)n[nH]c2C)cc1 was read as USP2a inhib 7%, GFP derepression 6%, HEK293 cAMP cs 5%, Ub-GFP proteasome -5%, Fluorescein fluor inconclusive, 4MU fluor inactive, BRCT PPI green -2.8%, Caspase-7 inhib -2%, BRCT PPI red -0.4%, Caspase-1 inhib 3% and A350 fluor inactive.
Cc1ccc(S(=O)(=O)NCC(C)NS(=O)(=O)c2ccc(C)cc2)cc1 (stereo not drawn) was read as USP2a inhib 3%, GFP derepression 2%, HEK293 cAMP cs 4%, Ub-GFP proteasome 2%, Fluorescein fluor inconclusive, 4MU fluor inactive, BRCT PPI green 0.7%, Caspase-7 inhib -1%, BRCT PPI red 2.3%, Caspase-1 inhib 1% and A350 fluor inactive.
Screening O=[N+]([O-])c1ccc(Cl)c(CNc2ncnc3c2ncn3[C@@H]2CCCCO2)c1 returned GFP derepression -3%[9.22 µM], HEK293 cAMP cs 0%[11.4 µM], Ub-GFP proteasome 1%[9.17 µM], Fluorescein fluor inactive, 4MU fluor inconclusive, BRCT PPI green -3.2%[15.4 µM], Caspase-7 inhib 0%[11.5 µM], BRCT PPI red 0.9%[15.4 µM], Caspase-1 inhib 2%[11.5 µM] and A350 fluor inconclusive.
Screening Cc1cc(C(N)=O)c2cc(Br)ccc2n1 returned USP2a inhib 3%, GFP derepression 0%, HEK293 cAMP cs 0%, Ub-GFP proteasome 6%, BRCT PPI green -2.9%, Caspase-7 inhib -1%, BRCT PPI red 0.0% and Caspase-1 inhib -1%.
COc1cccc(-n2nnnc2SCC(=O)N2CCCc3ccccc32)c1 was read as USP2a inhib -9%, GFP derepression 0%, HEK293 cAMP cs inconclusive, Ub-GFP proteasome 2%, Fluorescein fluor inactive, 4MU fluor inactive, BRCT PPI green -0.9%, Caspase-7 inhib -4%, BRCT PPI red -1.0%, Caspase-1 inhib -3% and A350 fluor inactive.
COCN(C#N)c1nc(OC)nc(OC)n1 was read as GFP derepression -2%, HEK293 cAMP cs 0%, Ub-GFP proteasome -3%, BRCT PPI green -0.6%, Caspase-7 inhib -2%, BRCT PPI red 2.3% and Caspase-1 inhib 1%.
Screening COc1ccccc1NC(=O)CC1C(=O)Nc2c1c(=O)n(C)c(=O)n2C (stereo not drawn) returned USP2a inhib 2%, GFP derepression -2%, HEK293 cAMP cs -2%, Ub-GFP proteasome -4%, Fluorescein fluor inconclusive, 4MU fluor inactive, BRCT PPI green -1.6%, Caspase-7 inhib 1%, BRCT PPI red -0.9%, Caspase-1 inhib 0% and A350 fluor inactive.
For Cc1ccc2cc(C(c3nnnn3C3CCCC3)N3CCN(c4ccccc4)CC3)c(=O)[nH]c2c1 (stereo not drawn) the results were USP2a inhib 25%, GFP derepression 2%, HEK293 cAMP cs 20%, Ub-GFP proteasome -3%, Fluorescein fluor inactive, 4MU fluor inactive, BRCT PPI green -1.0%, Caspase-7 inhib -11%, BRCT PPI red -2.0%, Caspase-1 inhib -9% and A350 fluor inactive.
For Cc1cc(C)n(-c2nc(NCCCO)c3c4c(sc3n2)CCCC4)n1 the results were USP2a inhib 31%[activator], GFP derepression 2%, HEK293 cAMP cs 17%, Fluorescein fluor inconclusive, 4MU fluor 3.7e-07M*, BRCT PPI green -1.8%, Caspase-7 inhib -3%, BRCT PPI red 0.7%, Caspase-1 inhib -3% and A350 fluor 5.2e-07M*.
For Cc1nc2ccc(NC(=O)N3CCSCC3)cc2s1 the results were USP2a inhib 3%, GFP derepression 2%, HEK293 cAMP cs 12%, Ub-GFP proteasome 11%, Fluorescein fluor inactive, 4MU fluor inactive, BRCT PPI green -0.4%, Caspase-7 inhib -2%, BRCT PPI red -1.4%, Caspase-1 inhib -2% and A350 fluor inactive.
COC(=O)c1ccc(NC(=O)COc2ccccc2OC)cc1 was read as USP2a inhib 6%, GFP derepression 0%, HEK293 cAMP cs 11%, Ub-GFP proteasome inconclusive, BRCT PPI green -4.0%, Caspase-7 inhib -1%, BRCT PPI red 0.0% and Caspase-1 inhib -2%.
For CC(C)C(c1nnnn1C1CCCCC1)N1CCN(c2ncccn2)CC1 (stereo not drawn) the results were GFP derepression 0%, HEK293 cAMP cs 13%, Ub-GFP proteasome 1%, Fluorescein fluor inactive, 4MU fluor inactive, BRCT PPI green -0.4%, Caspase-7 inhib 2%, BRCT PPI red -0.5%, Caspase-1 inhib -1% and A350 fluor inactive.
`C#CCn1c(=NC(=O)CSCC(=O)N2CCOCC2)sc2ccccc21` gave USP2a inhib 2%, GFP derepression 2%, HEK293 cAMP cs 19%, Ub-GFP proteasome -2%, Fluorescein fluor inactive, 4MU fluor inactive, BRCT PPI green 2.1%, Caspase-7 inhib -1%, BRCT PPI red 0.1%, Caspase-1 inhib 1% and A350 fluor inactive.
Screening Cn1nnc2cc(C(=O)NCc3ccco3)ccc21 returned USP2a inhib -2%, GFP derepression 0%, HEK293 cAMP cs 7%, Ub-GFP proteasome 9%, Fluorescein fluor inactive, 4MU fluor inactive, BRCT PPI green -1.1%, Caspase-7 inhib -1%, BRCT PPI red -1.1%, Caspase-1 inhib 1% and A350 fluor inactive.
Screening N#Cc1nc(-c2ccco2)oc1NCCN1CCOCC1 returned USP2a inhib 4%, GFP derepression 0%, HEK293 cAMP cs -4%, Ub-GFP proteasome 1%, Fluorescein fluor inactive, 4MU fluor inactive, BRCT PPI green -1.3%, Caspase-7 inhib -1%, BRCT PPI red -0.2%, Caspase-1 inhib -1% and A350 fluor inconclusive.
For Cc1cccc(N(C)C(=O)COc2cc(=O)n(C)c3ccccc23)c1 the results were GFP derepression 2%, HEK293 cAMP cs 1%, Ub-GFP proteasome 15%, BRCT PPI green 1.2%, Caspase-7 inhib -3%, BRCT PPI red -1.1% and Caspase-1 inhib -1%.
Screening CCOc1cc(C)c(Cl)cc1S(=O)(=O)n1cnc2ccccc21 returned USP2a inhib 19%, GFP derepression 0%, HEK293 cAMP cs 14%, Ub-GFP proteasome -3%, Fluorescein fluor inactive, 4MU fluor inactive, BRCT PPI green -3.0%, Caspase-7 inhib -1%, BRCT PPI red 0.2%, Caspase-1 inhib -1% and A350 fluor inactive.
`CCN1CCCC1CNC(=O)c1ccc(CS(=O)(=O)c2ccccc2C)o1` (stereo not drawn) gave USP2a inhib -6%, GFP derepression 3%, HEK293 cAMP cs 10%, Ub-GFP proteasome -3%, Fluorescein fluor inactive, 4MU fluor inactive, BRCT PPI green -1.3%, Caspase-7 inhib 2%, BRCT PPI red -0.9%, Caspase-1 inhib 2% and A350 fluor inactive.
Screening CC(C)NC(=O)COC(=O)c1ccc(O)cc1 returned USP2a inhib -10%, GFP derepression -1%, HEK293 cAMP cs -3%, Ub-GFP proteasome -4%, Fluorescein fluor inactive, 4MU fluor inactive, BRCT PPI green -2.3%, Caspase-7 inhib 6%, BRCT PPI red 0.3%, Caspase-1 inhib 2% and A350 fluor inactive.
`Cc1ccc(C)c(C(=O)c2c(C)nc3sccn23)c1` gave USP2a inhib 4%, GFP derepression -1%, HEK293 cAMP cs 22%, Ub-GFP proteasome 1%, Fluorescein fluor inconclusive, 4MU fluor inactive, BRCT PPI green -1.2%, Caspase-7 inhib 0%, BRCT PPI red 0.8%, Caspase-1 inhib -2% and A350 fluor inconclusive.
For Nc1nc(Cl)cc(NCCO)n1 the results were GFP derepression -3%[9.22 µM], HEK293 cAMP cs -2%[11.4 µM], Ub-GFP proteasome -8%[9.17 µM], Fluorescein fluor inconclusive, 4MU fluor inactive, BRCT PPI green -0.2%[15.4 µM], Caspase-7 inhib 1%[11.5 µM], BRCT PPI red -2.6%[15.4 µM], Caspase-1 inhib -8%[11.5 µM] and A350 fluor inactive.

A portion of the library; the hit share may differ from the screen's.
